Source: PubChem BioAssay
NALP3 yeast inh – inhibitors of NALP3 inflammasome in yeast; Yeast reconstituted NLRP3/ASC/caspase-1, beta-gal luminescence, 24 h; inhibition, % at 10 µM; 330,000 tested, 0.39% active; AID 2825;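 active = inhibition of 50% or more; inactive = inhibition below 50%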;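 also: plate controls were induced DMSO wells for no effect and uninduced yeast grown without galactose for full effect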
APJ antag – APJ receptor antagonism | CHO-K1 APJ beta-arrestin complementation, luminescence | inhibition, % at 20 µM | 330,000 tested, 0.32% active | AID 2521;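 active = inhibition above about 40% at 20 µM, limit read from the data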;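 also: cells challenged with 10 nM apelin-13 agonist together with compound; plate controls were apelin-13 plus DMSO wells for no effect and DMSO wells lacking apelin-13 for full effect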
Target sequence (P35414 whole entry, looked up): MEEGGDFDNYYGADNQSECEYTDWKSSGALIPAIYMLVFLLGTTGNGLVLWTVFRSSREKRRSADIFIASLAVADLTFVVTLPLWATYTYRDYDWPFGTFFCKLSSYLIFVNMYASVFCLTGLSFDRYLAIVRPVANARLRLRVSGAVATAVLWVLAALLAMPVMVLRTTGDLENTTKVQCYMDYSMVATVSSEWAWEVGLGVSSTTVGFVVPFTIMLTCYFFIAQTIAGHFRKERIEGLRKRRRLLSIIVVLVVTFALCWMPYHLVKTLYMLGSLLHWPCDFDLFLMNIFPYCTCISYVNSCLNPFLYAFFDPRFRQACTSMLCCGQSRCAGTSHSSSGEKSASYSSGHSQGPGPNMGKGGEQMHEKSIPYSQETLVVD
APJ agonist – activates the human apelin receptor APJ; P35414; CHO-K1 APJ PathHunter beta-arrestin, luminescence; 0% DMSO wells, 100% apelin; activation, % at 20 µM; 330,000 tested, 0.11% active; AID 2520;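 active = activation more than six SD over the plate average, tested at 20 µM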;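 also: 0% = DMSO alone and 100% = apelin-13 at 10 nM; some results filed as inactive read as strong as hits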
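Incubation: overnight seeding, 90 min compound at 25 °C, 1 h detection; test system: PathHunter CHO-K1 APJ (AGTRL-1) beta-arrestin reporter cells; amount: 1000 cells/well; doses: one dose, 20 µM compound, 1% DMSO; measured by: beta-gal luminescence; measure: agonist-driven arrestin binding to APJ; benchmarks: negative DMSO alone, positive Apelin-13 at 10 nM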
MPTP block – blocks calcium-induced mitochondrial swelling | isolated mouse mitochondria, Ca2+ swelling absorbance, 30 min | inhibition, % at 10 µM | 360,000 tested, 1.4% active | AID 602449;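 active = inhibition of 50% or more, scaled per plate between neutral and stimulator controls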;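 also: 0% = DMSO wells given calcium and 100% = 1 mM EGTA wells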
tim23-1 inh – inhibits growth of tim23-1 mutant yeast; S. cerevisiae tim23-1 growth, BacTiter-Glo luminescence, 24 h; inhibition, % at 20 µM; 330,000 tested, 1.3% active;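 active = growth inhibition of the mutant yeast at or above 50%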;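 also: temperature-sensitive mutant grown at 25 °C; plate controls were DMSO-treated mutant yeast for no effect and medium wells lacking yeast for full effect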
TIM10 inh – growth inhibitors of TIM10 yeast strain; S. cerevisiae TIM10 strain growth, BacTiter-Glo luminescence, 24 h; 330,000 tested, 1.4% active; AID 463195; inhibition, % at 10 µM;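 active = inhibition of 40% or more at the single tested concentration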;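 also: wild-type TIM10 isogenic control strain grown at permissive 25 °C; 0% = DMSO yeast wells and 100% = minimal medium wells without yeast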
beta cell repl – inducers of beta-cell replication in MIN6 cells; MIN6 cells proliferation, ATPlite luminescence, 48 h; cells starved in 0.2% serum; 100% = growth in 10% serum; proliferation, % at 10 µM; 330,000 tested, 0.29% active; AID 2380;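 active = compounds whose signal lies at least 3.5 SD above the mean of all wells on their plate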;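 also: 0% = DMSO-treated cells in low-serum medium and 100% = 10% serum control; some compounds called inactive have numbers as strong as hits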
NR3A LBD binder – modulators (binders) of human NR3A ligand-binding domain. NR3A LBD differential scanning fluorimetry, Tm shift; 0% = protein alone, 100% = glycine-bound protein. Tm shift relative to glycine control, % at 25 µM. 340,000 tested, 2.5% active;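 active = melting temperature shift of at least 10% of the positive control shift, at one fixed dose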
tim10-1 inh – inhibits growth of tim10-1 mutant yeast; S. cerevisiae tim10-1 ts strain growth, BacTiter-Glo, 24 h; inhibition, % at 20 µM; 330,000 tested, 2.2% active; AID 463190;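 active = inhibition of at least 40%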;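 also: mutant grown at 25 °C; 0% = DMSO wells with yeast and 100% = wells holding no yeast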
An asterisk follows results filed as active.

SMILES	NALP3 yeast inh	APJ antag	APJ agonist	MPTP block	tim23-1 inh	TIM10 inh	beta cell repl	NR3A LBD binder	tim10-1 inh
COc1cc(-c2noc(C)c2C(=O)NCc2ccc3c(c2)OCO3)cc(OC)c1OC	14	10	-2	1.5	-4	-5	-1	1	-10
CSc1nc(SCC(=O)NC(c2ccccc2)c2ccccc2)c2c3c(sc2n1)CN(C)CC3	21	-9	1	-1.7	29	12	-6	-2	20
Cc1ccccc1C(=O)N1CCN(c2ccc(NC(=O)c3ccccc3[N+](=O)[O-])cc2)CC1	0	7	-3	-1.5	-1	-2	-1	0	2
COc1ccc(C(=O)NCc2cn3ccccc3n2)cc1	5	-6	-5	-5.7	-9	-8	-2	0	-2
COc1cc(C2C(C#N)=C(N)N(c3cccnc3)C3=C2C(=O)CC(C)(C)C3)ccc1O (stereo not given)	4	4	-4	-0.1	13	14	1	-1	23
COc1cc(CN2CCC(C(=O)N3CCCC(C)C3)CC2)cc(Br)c1O (stereo not given)	1	1	-1	2.4	2	0	-1	4	-23
CCOC(CNC(=O)CN1C(=O)COc2ccc(S(=O)(=O)N3CCCC3)cc21)OCC	13	-1	5	-1.2	-13	2	2	3	-1
CCOc1ccccc1NC(=O)CSc1nc(=O)n(CCCN2CCOCC2)c2c1CCC2	24	1	-3	-0.1	6	17	-2	-1	-1
Cn1c(=O)c2c(nc(CN3CCc4ccccc4C3)n2CCCO)n(C)c1=O	-7	9	-1	0.6	13	34	-1	0	18
COc1ccccc1C1=NN(C(=O)c2ccccc2)C(c2ccc(Br)cc2)C1 (stereo not given)	1	5	-6	1.0	23	17	-2	0	-5
Nc1cccc2c(O)cccc12	11	-23	5	1.7	-5	-3	-4	-1	1
CN1CCN(Cc2nc(N)nc(Nc3ccc4c(c3)OCCO4)n2)CC1	3	-7	-5	0.4	-1	-7	-2	-1	10
Cc1ccc(Cn2c(C)c3cnn(CC(=O)NC4CCCC4)c(=O)c3c2C)cc1	5	-3	-5	-1.6	17	5	-3	-1	8
COc1ccccc1C(=O)NC(C)c1ccc(-n2ccnc2)cc1 (stereo not given)	10	11	-5	0.5	-8	-8	-2	1	-21
CC(=O)NC(Cc1c[nH]c2ccccc12)C(=O)NCc1ccco1 (stereo not given)	2	14	0	-1.1	1	8	-1	-2	-7
CSc1nc2ccc(NS(=O)(=O)c3ccc([N+](=O)[O-])cc3)cc2s1	12	7	0	41	26	-4	0	-1	7
COc1cc(/C(C)=N/NC(=O)Cc2c(C)[nH][nH]c2=O)ccc1O	10	1	3	0.0	16	-6	0	-2	8
COC(=O)C1=C(C)N(CCCC(=O)O)C(=O)NC1c1ccccc1OS(=O)(=O)c1ccc([N+](=O)[O-])cc1 (stereo not given)	4	-14	17	0.3	11	11	-2	1	8
O=C(NCC1CCCN1S(=O)(=O)c1cccs1)c1ccccc1 (stereo not given)	10	1	-3	-2.1	-1	2	0	1	16
Clc1cccc(Cc2ccc(Cl)nn2)c1	26	-2	-5	1.5	11	3	-2	-1	1
O=c1oc2ccccc2c(Nc2ccccc2)c1[N+](=O)[O-]	10	26	-4	-0.6	1	-1	-3	-1	-12
CC(Sc1nnc2n1CCCCC2)C(=O)Nc1cccc(S(=O)(=O)N2CCOCC2)c1 (stereo not given)	8	13	-5	-0.8	-1	-2	-3	0	-2
Cc1cccc(NC(=S)N2CCN(C(=O)c3ccco3)CC2)c1C	-3	-14	-1	-2.5	2	-1	-1	1	1
CCc1nnc(NC(=O)c2nc(S(=O)(=O)Cc3ccccc3)ncc2Cl)s1	16	16	3	-0.4	14	16	-5	-1	19
COC(=O)c1cccc(N(CC(=O)NCC2CCCO2)C(=O)CCC(=O)Nc2cc(C)on2)c1 (stereo not given)	-2	12	-1	-1.4	-3	-13	0	0	-6

Continued.
SMILES	NALP3 yeast inh	APJ antag	APJ agonist	MPTP block	tim23-1 inh	TIM10 inh	beta cell repl	NR3A LBD binder	tim10-1 inh
Cc1ccnc(SCC(=O)N2CCN(c3cccc(Cl)c3)CC2)n1	23	0	0	0.4	4	5	-2	-1	8
CCC(Sc1nnc(C)s1)C(=O)Nc1nccs1 (stereo not given)	23	-9	1	2.0	-19	-24	0	-2	-36
Cc1c2ccccc2nc2c(F)c(N(C)C)c(F)c(F)c12	14	0	3	12	28	-1	0	-2	21
COc1ccc(Nc2oc(COc3ccc(OC)cc3)nc2C#N)cc1	32	-15	0	7.1	30	21	-4	-10	25
COC(=O)Nc1nnc(-c2ccc(OC)cc2)s1	22	14	0	0.8	29	17	-3	-1	20
COc1ccc(CCC(=O)Nc2cccc(S(=O)(=O)N3CCCC3)c2)cc1OC	9	1	-6	-0.3	10	14	1	0	13
COC(=O)C1CCN(C(=O)C(C)Oc2ccc(Cl)cc2Cl)CC1 (stereo not given)	13	-4	3	-2.2	17	0	0	0	22
CC1CN(C(C)C(=O)NNC(=O)c2ccc(F)cc2)CC(C)O1 (stereo not given)	3	0	-5	-0.5	2	6	-1	-1	-16
Cc1ncc([N+](=O)[O-])n1CC(=O)Nc1ccc(F)cc1F	10	16	-3	-0.2	2	1	3	-2	-14
Cc1ccnc(NC(=O)CCC(=O)N(CC(=O)NC(C)(C)C)c2ccc3c(c2)OCCO3)c1	0	10	0	0.2	-5	16	5	-1	6
CCCn1ccc(O)c(Cc2ccc(Cl)cc2)c1=O	15	2	-4	-0.9	-13	-16	-3	-1	-13
Cc1cc(-c2c(C)n([O-])c(C)c(C)[n+]2=O)ccc1F	8	9	-6	-0.8	0	5	1	-1	5
CCN(CC(=O)NCc1ccc(Cl)cc1)C(=O)c1ccc(S(=O)(=O)N(C)C)cc1	-2	6	-2	-1.6	8	8	-4	-1	7
COc1ccc(C(=O)N2CCCCCC2)cc1OC1CCN(C(C)C)CC1	8	4	-4	-0.9	6	0	-3	-1	-2
O=C(c1cccs1)N(c1ccc(Br)cc1)C1C=CS(=O)(=O)C1 (stereo not given)	10	4	-1	-1.0	11	8	1	0	11
O=C1C2CCCN2c2ccc(S(=O)(=O)N3CCOCC3)cc2N1Cc1ccccc1F (stereo not given)	1	10	-5	1.8	-5	9	-1	1	7
COc1ccc(CNC(=O)CN(C(=O)CCC(=O)Nc2nccs2)c2ccccc2C)cc1	16	12	-3	0.6	1	13	-2	-1	-1
CC(C)Cc1nnc(NC(=O)CCc2ccccc2)s1	14	-11	2	-0.9	1	6	-4	0	1
Cc1cc(=O)oc(C)c1C(=O)OCC(=O)c1ccccc1	-10	1	0	1.9	9	0	1	-1	13
COc1ccccc1NC(=O)CCNC(=O)c1ccc(C)cc1	33	-13	-2	-1.0	1	-8	2	1	-2
O=C(C1CCC1)N1CCN(S(=O)(=O)c2cc(F)ccc2F)CC1	15	10	-1	0.1	17	-6	3	-1	9
CCOC(=O)C1=C(C)N=c2s/c(=C\c3cc(OC)c(OC)c(OC)c3)c(=O)n2C1/C=C/c1ccccc1 (stereo not given)	20	-1	-3	1.3	6	-5	0	0	3
CC1(C)CC(=O)C=C(NC2CCCCCCC2)C1	7	1	-3	0.0	4	6	0	1	21
CNC(=O)CC(CC(=O)c1ccccc1)c1ccccc1 (stereo not given)	8	5	-2	0.6	-5	-4	-2	1	-5
O=C(Nc1nc(-c2ccccn2)cs1)C1CC1	14	-13	-2	-0.5	16	3	-5	0	23

Of the compounds above, these have a thiophene ring, fused or not:
SMILES	NALP3 yeast inh	APJ antag	APJ agonist	MPTP block	tim23-1 inh	TIM10 inh	beta cell repl	NR3A LBD binder	tim10-1 inh
CSc1nc(SCC(=O)NC(c2ccccc2)c2ccccc2)c2c3c(sc2n1)CN(C)CC3	21	-9	1	-1.7	29	12	-6	-2	20
O=C(NCC1CCCN1S(=O)(=O)c1cccs1)c1ccccc1 (stereo not given)	10	1	-3	-2.1	-1	2	0	1	16
O=C(c1cccs1)N(c1ccc(Br)cc1)C1C=CS(=O)(=O)C1 (stereo not given)	10	4	-1	-1.0	11	8	1	0	11

The list goes on.
SMILES	NALP3 yeast inh	APJ antag	APJ agonist	MPTP block	tim23-1 inh	TIM10 inh	beta cell repl	NR3A LBD binder	tim10-1 inh
COc1ccc(C(=O)C2CCN(C(=O)c3ccc(C)cc3)CC2)cc1	37	1	-2	-0.1	15	-18	1	-4	21
Cc1ccc(-c2noc(CCC(=O)N(C)c3ccccc3C)n2)cc1	12	-13	0	-0.5	32	9	-1	-2	23
Cc1noc(C)c1COc1ccc(C(=O)NCCc2ccc(S(N)(=O)=O)cc2)cc1	13	-4	1	-0.6	-18	3	-4	5	3
CCOC(=O)c1cc(CO)cc(C(=O)OCC)c1	16	18	0	0.7	-1	31	-4	0	-6
C[C@@H]1CN([C@@H](C)CO)C(=O)c2cc(NS(=O)(=O)c3ccc(Cl)cc3)ccc2O[C@H]1CN(C)Cc1ccncc1	7	13	-4	0.3	5	-4	-5	0	-15
COc1ccc(CNC(=O)c2ccc(N3CCC4(CC3)CC(c3ccc(Cl)cc3)=NO4)c(NC(=O)c3ccccc3)c2)cc1	18	-6	-2	-0.4	4	12	-5	3	8
Fc1cccc(Cl)c1/C=N/n1c(-c2cccnc2)n[nH]c1=S	25	11	-3	1.3	-5	-2	1	1	14
Brc1ccc(CSc2nnc(Cc3c[nH]c4ccccc34)o2)cc1	18	10	-4	1.2	39	8	-6	9	20
COc1cccc2c1OC[C@@H](CO)[C@H]2N(C)C(=O)Nc1ccc(Cl)cc1	10	-4	-3	0.1	8	6	-4	-1	12
COCc1c(C(=O)OCC(=O)NCCc2ccc(S(N)(=O)=O)cc2)oc2ccccc12	9	-8	-3	0.7	-9	-7	1	2	-5
CCn1cc(C(=O)NN)c(=O)c2cc(F)c(NC3CCCCC3)cc21	13	6	1	-0.9	28	18	-1	0	11
O=S(=O)(c1cccc(-c2nc3ccccc3s2)c1)N1CCCC1	-99	-15	-3	-1.1	47	44*	-3	0	48*
CCOc1ccc(OCCC(=O)OCC(=O)NCc2ccc(Cl)cc2)cc1	4	16	-3	-2.0	-4	-3	-1	4	8
O=C(Nc1ccc(NC(=O)N2CCN(c3ccccc3O)CC2)cc1)N1CCN(c2ccccc2O)CC1	27	2	3	-0.2	-10	6	-3	1	8
Cc1cc(C)n(-c2ccc(C(=O)OCC(=O)NCc3ccc(F)cc3)cc2)n1	-1	0	1	-12	-24	-24	0	-1	11
Cc1c(-n2c(SCC(=O)NC(C)C(C)C)nc3ccccc3c2=O)c(=O)n(-c2ccccc2)n1C (stereo not given)	-6	-5	-2	1.5	2	2	-2	2	11
CNC(=O)Nc1cccc(NC(=O)NC)n1	4	-3	3	-1.7	9	2	0	1	-1
O=C1CCCN1CCC1CCCCN1Cc1nc(COc2ccccc2)no1 (stereo not given)	2	6	-2	1.1	1	4	0	1	5
c1cc2nnnn2nc1N1CCCCC1	14	16	3	-1.4	-1	12	0	-1	12
CCn1c(CSc2nc3ccccc3s2)n[nH]c1=S	18	10	-5	0.3	33	33	-2	1	42*
O=C(NCc1ccccc1CN1CCCCC1)c1ccc(Cl)cc1N1CCCC1=O	7	5	-4	1.4	-10	0	6	2	-4
COc1cc2c(cc1OC)C(/C(C#N)=N\O)=NC(C)(C)C2	5	3	1	0.2	9	4	-3	-13	3
CC1CCc2c(sc(NC(=O)c3ccco3)c2C(=O)O)C1 (stereo not given)	-21	-18	1	-1.8	23	6	0	4	27
O=C(Nc1ccccc1Cl)c1ccccc1Oc1ccc(C(F)(F)F)cc1[N+](=O)[O-]	13	-1	4	3.4	56*	12	-4	12*	44*
CCCCn1c(N)c(N(Cc2ccccc2OC)C(=O)COc2ccc(F)cc2Cl)c(=O)[nH]c1=O	-4	10	-3	0.5	8	-3	-2	-2	-2
